Screening data deposited in PubChem by National Center for Advancing Translational Sciences (NCATS).
HCV inh – qHTS Assay for Inhibitors of Hepatitis C Virus (HCV); Huh7.5.1 HCVcc-Cre infection, luciferase reporter, 44 h; Potency, µM (series often up to 41.8 µM), for inactives: at the highest dose activity change, negative = inhibition, hits mostly inhibitors; 340,000 compounds, 3.4% hits; also: potency is read from the fitted curve at half-maximal effect; % is scaled to controls: 0 for no effect and ±100 for the full control effect
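Cells (1,000/well) were plated 4 h before compound, then infected with HCVcc-Cre virus (~0.5 moi). After 44 h further culture, infection was read as luciferase luminescence following a 15 min substrate incubation at room temperature.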
Pf growth 96h – Primary qHTS for delayed death inhibitors of the malarial parasite plastid, 96 hour incubation. P. falciparum luciferase reporter growth, 96 h. Potency, µM (doses to about 28.7 µM), inactives show top-dose activity change, negative = inhibition, usual class: inhibitors. 320,000 compounds, 6.9% hits; also: potency is read from the fitted curve at half-maximal effect; % is scaled to controls: 0 for no effect and ±100 for the full control effect
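Two parasite generations (96 h, 37 C, 5% CO2) of compound exposure in infected erythrocytes (0.05% parasitemia, 2% hematocrit). Luciferase-reporter P. falciparum; decreased luminescence indicates inhibited growth, aimed at apicoplast-acting delayed death.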
Giardia FBPA inh – qHTS Assay for Inhibitors of Fructose-1,6-bisphosphate Aldolase from Giardia Lamblia; A8B2U2; purified Giardia FBPA; Potency, µM (series often up to 59.6 µM), for the others: top-dose activity, negative = inhibition, hits mostly inhibitors; 290,000 compounds, 0.71% hits; also: potency is read from the fitted curve at half-maximal effect; % is scaled to controls: 0 for no effect and ±100 for the full control effect; nearly all actives have a fitted effect of over 55% in size
Target sequence (A8B2U2 whole entry, looked up): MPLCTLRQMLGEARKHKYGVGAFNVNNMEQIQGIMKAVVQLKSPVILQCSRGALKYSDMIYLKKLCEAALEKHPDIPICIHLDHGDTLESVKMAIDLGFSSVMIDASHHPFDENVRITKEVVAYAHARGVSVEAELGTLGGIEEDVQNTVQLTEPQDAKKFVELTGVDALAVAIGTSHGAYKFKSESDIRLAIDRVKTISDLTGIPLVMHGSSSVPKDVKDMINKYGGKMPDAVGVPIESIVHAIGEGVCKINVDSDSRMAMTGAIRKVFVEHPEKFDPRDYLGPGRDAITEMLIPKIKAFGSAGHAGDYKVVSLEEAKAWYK
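40 nM FBPA preincubated 10 min at RT with compound (up to 57.5 uM final), then substrate plus GAPDH/TPI/NAD/arsenate coupling and diaphorase/resazurin added. Fluorescence read after 20 min at RT, 525/598 nm.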
Shiga toxin inh – A qHTS for Small Molecule Inhibitors of Shiga Toxin; Vero cells, Shiga toxin protein synthesis inhibition reporter; inhibition, % at 38.7 µM; 290,000 compounds, 9.2% hits; in the data active = inhibition mostly above about 28%, no sharp cut-off; inactive = mostly below about 43%; also: 0% is about no effect
CHX counter – Cycloheximide Counterscreen for Small Molecule Inhibitors of Shiga Toxin; cell reporter, cycloheximide protein synthesis inhibition counterscreen; max response, %; 300,000 compounds, 12% hits; AID 2314, 2010; in the data active = max response mostly above about 13%, no sharp cut-off; inactive = mostly below about 14%; also: read at 38.3 µM for the half of the compounds with a filed dose; 0% is about no effect
Pf growth 48h – Primary qHTS for delayed death inhibitors of the malarial parasite plastid, 48 hour incubation; P. falciparum luciferase growth in erythrocytes, 48 h; Potency, µM (doses to about 28.7 µM), inactives show at the top dose activity change, negative = inhibition, hits mostly inhibitors; 310,000 compounds, 5.9% hits; also: potency is read from the fitted curve at half-maximal effect; % is scaled to controls: 0 for no effect and ±100 for the full control effect
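In quantitative HTS format, infected erythrocytes bearing luciferase-reporter parasites were treated for a single generation at 37 C. Luminescence after adding detection reagent served as the growth measure.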
* marks the source's active call; other numbers are inactive results; ? = inconclusive; / = no result given; & = joins results of further samples; [ ] = dose if it differs, or a comment. Unless noted, calls follow the shape of the dose curve; as a rule, active = well fitted curve in the direction sought with a large enough effect; inconclusive = small, poorly fitted or top-dose-only effect, or another doubt; inactive = no such curve, though single readings can be large; an effect the other way counts as inactive or inconclusive.

Each structure is followed by: Pf growth 48h	Giardia FBPA inh	HCV inh	Shiga toxin inh	Pf growth 96h	CHX counter
- Cc1ccc(OCCOC(=O)c2c(-c3ccccc3)noc2C)cc1
    ?	4%	?	-9	?	1
- O=C(COC(=O)c1ccc(O)cc1O)c1ccc(Cl)cc1
    ?	/	16%	/	?	/
- Cc1ccsc1C(=O)N1CCC(CO)(Cc2ccccc2)CC1
    10%	1%	0%	15	57%[activator]	-3
- O=C(CNS(=O)(=O)c1cccc2nonc12)NCc1ccc(F)cc1
    -4%	14%	14%	14	?	2
- CC[N+](CC)(CC)CCOc1cccc(OCC[N+](CC)(CC)CC)c1OCC[N+](CC)(CC)CC
    16%&-20%	1%	0%	/	26%&-15%	/
- COc1ccc(C(=O)SC2=NCCS2)cc1
    -3%	2%	9%	0	?	-3
- NC(=O)c1nsc(C(=O)N(c2ccc(Cl)cc2)C(C(=O)NCC2CCCO2)c2cccs2)c1N (configuration not stated)
    ?	-3%	5%	21	5%	-1
- COc1ccc(CCNC(=O)C(C)Sc2ccc(C)cc2)cc1OC (configuration not stated)
    -3%	3%	-18%	-5	32%[activator]	5
- Cc1cc(C)cc(N(CC(=O)NCc2ccco2)C(=O)CCC(=O)Nc2nccs2)c1
    -2%	0%	-10%	11	3%	-3
- Cc1cc(Br)ccc1NC(=O)CN(C)C(=O)c1ccc(-n2cncn2)c([N+](=O)[O-])c1
    -27%	/	0%	/	?	/
- O=C(CCCn1c(=S)[nH]c2cc3c(cc2c1=O)OCO3)N1CCN(c2ccccc2F)CC1
    7%	0%	?	-5	?	-5
- Cc1oc2ccc(O)c(CN3CCOCC3)c2c1C(=O)c1ccc(Cl)cc1
    ?	?	?	33	?	23
- COc1ccc(CCNC(=O)Cc2cccs2)cc1OC
    25%	-3%	4%	10	5%	0
- COc1cc2[nH]c(=S)nc(NCCc3ccc(S(N)(=O)=O)cc3)c2cc1OC
    -28%	-8%	3%	-14	55%[activator]	-4
- COc1nc(OC)nc(N2CCC(C(=O)NCC3CCCCC3)CC2)n1
    -5%	2%	8%	16	?	3
- COc1ccccc1C/C(N)=N/OC(=O)COc1cccc(C)c1
    1%	1%	8%	13	0%	-3
- O=C(COC(=O)c1cnccn1)Nc1ccccc1-c1ccccc1
    -12%	/	31%[activator]	/	15%	/
- CCc1ccc(NC(=O)c2noc(C(C)C)c2[N+](=O)[O-])cc1
    ?	-2%	-17%	151*	14%	48*
- CCCC(=N)C1=C(O)CC(CC(C)SCC)CC1=O (configuration not stated)
    -6%	0%	16%	7	19%	8
- CC(=O)Oc1cc2c3c(c1)/C(=C1/SC(=S)NC1=O)C(=O)N3C(C)(C)C=C2C
    5%	?	13%	-8	1%	-5
- O=C(CSc1nc2ccccc2[nH]1)N/N=C/c1ccncc1
    2%	-9%	7%	16	17%	6
- CC1C(C#N)=C(N)OC2=C1C(=O)CCC2 (configuration not stated)
    10%	-11%	19%	-4	-15%	-7
- CCCn1c(N)c(C(=O)CSc2nnc(Cc3ccccc3)o2)c(=O)n(C)c1=O
    8.3µM*	12%	10µM*	1	?	3
- Cc1ccc2oc(=O)c3cnn(CC(=O)N(CCCN4CCOCC4)Cc4ccco4)c3c2c1
    6%	1%	4%	16	?	1
- CN(C)S(=O)(=O)N1CCN(c2ccc([N+](=O)[O-])c(N3CCCCC3)c2)CC1
    -2%	3%	-2%	-9	?	4
- Cc1c(N)cc[n+](CC(=O)c2ccccc2)c1C
    -30%	5%	8.9µM*	-10	-3%	-6
- O=[N+]([O-])c1cccc2c3c([nH]c12)CCCC3
    18%	0%	?	-5	37%[activator]	1
- CCn1nc(NS(=O)(=O)c2ccc([N+](=O)[O-])cc2)c2cc3cccc(C)c3nc21
    21%	/	2%	-8	-4%	-7
- O=C(Nc1ccc2c(c1)ncn2C1CCCCC1)c1ccco1
    -18%	7%	-2%	91*	-8%[5.75 µM]	37*
- CCN1C(N(C)CCc2cccs2)=N[C@@H](c2ccccc2)C(C(=O)OC)=C1C
    ?	10%&1%	-4%	5&7	?	-2&-1
- Cc1cc(C)c(S(=O)(=O)N2CCCCC2)c(C)c1-n1ncnn1
    ?	-2%	-9%	-6	/	5
- Cc1cccc(C)c1N1C(=O)CC(N2CCSCC2)C1=O (configuration not stated)
    -19%	1%	28%	5	0%	-1
- CC1(C)C(=O)Nc2ccccc2N1C(=O)Cn1ncc(Cl)c(Cl)c1=O
    ?	1%	?	-28	-1%	-8
- COc1ccc(OC)c(NC(=O)CCC(=O)Oc2ccc(C)cc2)c1
    ?	0%	9%	-18	?	-3
- COc1cccc(/C=C/C(=O)OCC(=O)c2ccc(C)c(C)c2)c1OC
    -24%	/	?	/	-22%	/
- COc1cc(/C=N/N=C2/C(=O)Nc3ccccc32)cc(OC)c1O
    0%	-10%	9%	-2	24%	1
- OCCSc1nc2ccccc2n1CCOc1ccccc1
    /	-8%	2%	24	?	6
- N#Cc1c(N)nc2c(c1-c1ccncc1)CCCC2
    -17%	5%	?	-10	?	4
- CC(C)(Oc1ccc(CCNC(=O)c2ccc(-c3ccccc3)o2)cc1)C(=O)O
    10%	16%	8%	0	13%	3
- Cc1cccc(NS(=O)(=O)c2ccc(C)c(C(=O)OCC(=O)Nc3cc(C)on3)c2)c1
    ?	-6%	-24%	-33	?	-3
- O/N=C(/CCc1ccccc1)c1ccc2c(c1)OCCO2
    71%[activator]	-4%	-5%	75*	-1%	38*
- CC(=O)Nc1ccc(C(=O)COC(=O)c2nc3nc(C)cc(C)n3n2)cc1
    1%	/	8%	/	46%[activator]	/
- CC(=O)Nc1ccc(S(=O)(=O)Nc2nc3ccccc3nc2Nc2ccc3ccccc3c2)cc1
    9%	3%	37%[activator]	2	?	-5
- O=C(Nc1nccs1)c1ccc([N+](=O)[O-])cc1Cl
    55%[activator]	?	3%	51	10µM*	12
- Cc1cccc(N2C(=O)NC(=O)/C(=C/c3cc4c(cc3[N+](=O)[O-])OCO4)C2=O)c1
    20%	-1%	13%	32	-22%	-1
- Cc1[nH]n(-c2ccccc2)c(=O)c1/C=N\NC(=O)C1COc2ccccc2O1 (configuration not stated)
    ?	?	3%	-8	?	24
- Cc1cccc(C)c1NC(=O)CNC(=O)c1ccccc1OCc1ccccc1
    ?	/	?	/	7%	/
- CC1CCC2C(C)C(=O)OC3OC4(C)CCC1C32OO4 (configuration not stated)
    0.0033µM*	1%&10%	-1%	9	16%	-7
- O=C(CS(=O)(=O)c1ccccc1)c1ccc2c(c1)OCCO2
    274%[activator]	1%	19%	58*	?	45*
- O=C(COC(=O)c1cncc(Br)c1)NC1CCCC1
    49%[activator]	0%	-3%	-5	14%	11
- Cc1ccsc1C(=O)N1CCCC(CO)(Cc2ccccc2)C1 (configuration not stated)
    3%	2%	15%	38	?	22*
- COc1ccc2nc(NC(=O)C3CCN(S(=O)(=O)c4cccc5nsnc45)CC3)sc2c1
    ?	-6%	?	-3	10µM*	-2
- O=C(NC1CCCCC1)c1cc([N+](=O)[O-])[nH]n1
    16%	-24%	51%[activator]	31	13%	7
- CCn1cc(CCC(=O)NCc2ccccc2OC)c2ccccc21
    0%	-4%	10µM*	17	?	1
- NNC(=O)C1CC(O)CN1S(=O)(=O)c1ccc2ccccc2c1 (configuration not stated)
    -28%	/	11%	/	-11%	/
- Cc1ccc(-n2c(-c3ccco3)nc3nc4ccccc4nc32)cc1F
    3%	0%	33%[activator]	-7	0%	4
- N#Cc1nc(-c2ccco2)oc1NCc1ccccc1Cl
    -14%	2%	?	44	0%	12*
- Cc1cc(C(=O)COC(=O)c2ccccc2O)c(C)n1Cc1cccs1
    -51%	-5%	?	-8	/	3
- CCCNC(=O)Cc1ncn[nH]1
    39%[activator]	3%	18%	-13	/	-3
- O=C(c1ccco1)N1CCN(CC(=O)N2c3ccccc3CCc3ccccc32)CC1
    ?	?	7%&5%	-12	10µM*	-2

The list continues.
Each structure is followed by: Pf growth 48h	Giardia FBPA inh	HCV inh	Shiga toxin inh	Pf growth 96h	CHX counter
- O=C(c1cnccn1)N1CCN(S(=O)(=O)c2ccc3ccccc3c2)CC1
    -17%	5%	10%	-4	/	1
- CC(C)c1ccc(NC2CCCN(C(=O)c3cccs3)C2)cc1 (configuration not stated)
    6%	-11%	-27%	23*	-28%	32*
- COc1ccc2c(c1)nc(SCC(=O)c1ccc(Br)s1)n2C
    ?	?	?	9	0%	1
- CCCCCCCCNC(=O)c1cnccn1
    0%	6%	38%[activator]	-33	34%	7
- COc1ccc(C(=O)N2CCC(C(=O)O)CC2)c2ccccc12
    20%	-8%	22%	-5	6%	-6
- Cc1cc(C(=O)Cn2nc(C(=O)O)c3ccccc3c2=O)c(C)n1-c1ccc(OC(F)F)cc1
    ?	-2%	?	19	?	4
- CN1CCN(CCCN(Cc2cccs2)C(=S)Nc2ccc(Cl)cc2)CC1
    ?	-2%	?	-5	-1%	-2
- CCn1c(COc2cccc3ccccc23)nnc1SCC(=O)OC1CCCCC1
    33%[activator]	-16%	1%	-21	/	-5
- O=C(Nc1nc(-c2ccc(Cl)cc2)cs1)NC1CCCCC1
    ?	-2%	?	7	49%[activator]	0
- CCOc1ccc(N(CC(=O)NCCSCc2ccccc2)S(C)(=O)=O)cc1
    -10%	9%	-16%	-8	-17%	-3
- CCNC(=O)C12CCC(C)(C(=O)O1)C2(C)C (configuration not stated)
    17%	4%	5%	-8	15%	-13
- Cc1ccc(N=Cc2sc(O)c3ccccc23)cc1
    -87%	-13%	?	80*	-63%	33*
- CCCCc1ccc(NC(=O)N[C@@H](CC(C)C)C(=O)O)cc1
    0%	27%	4%	-5	-10%	10
- CC(C)(C)NC(=O)C1CN(S(=O)(=O)c2ccccc2)CCN1S(=O)(=O)c1ccccc1 (configuration not stated)
    -24%	3%	-23%	21	?	-3
- COC(=O)c1cc2occc2n1Cc1nc(-c2ccc(Cl)cc2)oc1C
    -14%	7%	-4%	-17	41%[activator]	-4
- CC(C)NC(=O)c1cccc2c1-c1ccccc1C2=O
    /	-11%	-8%	-3	29%	-4
- COc1ccc(CCNC(=O)CSc2nc3sc(C(=O)O)c(C)c3c(=O)[nH]2)cc1OC
    3%	-17%	1%	-6	27%	-3
- COCCn1c(SCC(=O)NCC2CCCO2)nc2c(c1=O)SCC2 (configuration not stated)
    -6%	-7%	-7%	-2	-22%	-2
- Cc1ccc(CNC(=O)C2(S(=O)(=O)c3ccccc3)CC=CC2)cc1
    63%[activator]	2%	3%	44*	84%[activator]	41*
- Cc1nnc2ccc(N3CCN(c4ccccn4)CC3)nn12
    /	-4%	-16%	-4	?	-3
- CC(C)C(=O)NC(c1ccc(Cl)cc1Cl)c1ccc2cccnc2c1O (configuration not stated)
    ?	?	2.2µM*	/	?	15
- COc1ccc2nc(NC(=O)CCN3C(=S)NC(C)(C)CC3C)sc2c1 (configuration not stated)
    19%	-5%	-1%	-2	0%	10

Single records, as listed above. Order of values: Pf growth 48h | Giardia FBPA inh | HCV inh | Shiga toxin inh | Pf growth 96h | CHX counter
`CC(C)(C)NC(=O)C1CN(S(=O)(=O)c2ccccc2)CCN1S(=O)(=O)c1ccccc1` (configuration not stated) reads -24% | 3% | -23% | 21 | ? | -3
`Cc1ccc(N=Cc2sc(O)c3ccccc23)cc1` reads -87% | -13% | ? | 80* | -63% | 33*
`O=C(c1cnccn1)N1CCN(S(=O)(=O)c2ccc3ccccc3c2)CC1` reads -17% | 5% | 10% | -4 | / | 1
`CCCCCCCCNC(=O)c1cnccn1` reads 0% | 6% | 38%[activator] | -33 | 34% | 7
